Screens deposited in PubChem by several laboratories.
GRK2 aptamer HTS = inhibitors of human GRK2 displacing RNA aptamer; bead flow cytometry, FAM-aptamer displacement from GRK2; inhibition of aptamer binding, % at 10 µM; 0.59% of 330,000 active;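 active = inhibition of aptamer binding above 40%, roughly 3 SD of noise, on plates passing a quality check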;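 note: median bead fluorescence of bound FAM aptamer so fluorescent compounds give negative values; no value below 0 was filed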
CIT2 TOR yeast = alters CIT2-GFP fluorescence in TOR pathway yeast screen | S. cerevisiae CIT2-GFP strain, flow cytometry, 3 h; 100 means same as DMSO wells | GFP response vs DMSO, % at 10 µM | 0.065% of 320,000 active | AID 2029;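 active = GFP response relative to DMSO above a set limit, near the screen mean plus 3 SD, cut at about 150% in these data; inconclusive = Fewer than 70 cells measured for a yeast strain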;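 note: ratio of well median GFP fluorescence to mean of DMSO wells on the plate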
MEX-5 binding = C. elegans MEX-5 TCR-2 RNA binding activity. Q9XUB2. MEX-5/FITC-TCR2 RNA binding, fluorescence polarization; active compounds read low. activity score (negative = inhibition of binding), % at 10 µM. 0.38% of 300,000 active. AID 1832;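 active = inhibition past about -25% in most replicates, and total fluorescence under double the plate's negative control median, limit read from the data; inconclusive = replicates evenly split on the limit, or fluorescence at least double controls; inactive = too little inhibition in most replicates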;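 note: 0% = DMSO and -100% = 5 µM competing unlabeled TCR2 RNA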
BCLXL inh = inhibitors of human Bcl-xL; Q07817; inhibition, % at 10.9 µM; 0.7% of 320,000 active; AID 2129; GST-Bcl-xL / FITC-Bim BH3 peptide fluorescence polarization;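 active = inhibition above the mean of all tested compounds plus 3 SD, cutoff set per campaign, cut at about 30% in these data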;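 note: 0% = DMSO wells and 100% = unlabeled Bim-BH3 peptide competitor; inhibitors lower millipolarization by displacing the labeled peptide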
Target sequence (Q07817 whole entry, looked up): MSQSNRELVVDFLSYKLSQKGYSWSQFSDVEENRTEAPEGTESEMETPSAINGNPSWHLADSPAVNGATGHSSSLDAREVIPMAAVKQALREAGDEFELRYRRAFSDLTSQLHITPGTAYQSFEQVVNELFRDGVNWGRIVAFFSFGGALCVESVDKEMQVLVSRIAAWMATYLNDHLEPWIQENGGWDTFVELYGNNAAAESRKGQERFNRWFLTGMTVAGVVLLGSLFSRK
CR mimetic SO = yeast age-related superoxide inhibition as caloric restriction mimetic | AID 2690 | 0.18% of 330,000 active | superoxide response (% of plate mean), % at 10 µM | S. cerevisiae aged cells, superoxide DHE fluorescence; active compounds read low;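 active = superoxide response under a set limit, about three screen SD below normal, cut at about 65% in these data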;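 note: yeast aged for seven days with compound at 30 °C before DHE staining; 100% = average MFI of all compound-treated wells on the plate with controls excluded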
MCL1 BIM primary = disrupts human MCL1 binding to BIM-BH3 peptide; Q07820; GST-MCL1 / FITC-Bim-BH3 fluorescence polarization; inhibition, % at 10.9 µM; 0.68% of 320,000 active;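 active = inhibition above the mean inhibition of all tested compounds plus 3 SD, set per campaign, cut at about 40% in these data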;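 note: 0% = DMSO wells and 100% = unlabeled Bim-BH3 peptide control; higher means more loss of mP so more displacement of Bim peptide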
Target sequence (Q07820 whole entry, looked up): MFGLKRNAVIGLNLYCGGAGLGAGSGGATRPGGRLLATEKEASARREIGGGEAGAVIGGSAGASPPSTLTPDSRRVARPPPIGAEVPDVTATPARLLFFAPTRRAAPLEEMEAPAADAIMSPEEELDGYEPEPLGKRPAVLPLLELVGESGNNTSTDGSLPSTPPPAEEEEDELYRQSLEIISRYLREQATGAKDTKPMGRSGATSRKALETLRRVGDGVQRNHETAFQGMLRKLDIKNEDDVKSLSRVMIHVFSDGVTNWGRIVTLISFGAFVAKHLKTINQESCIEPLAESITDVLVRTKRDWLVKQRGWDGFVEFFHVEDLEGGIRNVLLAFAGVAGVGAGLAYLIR
VLA-4 inh = inhibition in a human VLA-4 binding assay; P13612; AID 2557; VLA-4 expressing cells, ligand binding flow cytometry; inhibition, % (about 7 µM as worked out from the volumes in the protocol); 0.2% of 330,000 active; in the data active = inhibition above about 50%
AGP1-GFP MLPCN = alters AGP1-GFP fluorescence in TOR pathway yeast screen. S. cerevisiae AGP1-GFP multiplex flow cytometry, 3 h; GFP as percent of DMSO wells. GFP response vs DMSO, % at 10 µM. 0.02% of 320,000 active;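 active = GFP response relative to DMSO above a set limit, near screen average plus 3 SD, cut at about 150% in these data; inconclusive = fewer than 70 cells counted for the yeast strain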;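 note: median GFP channel fluorescence of the gated AGP1 strain per well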
GLD-1 RNA inh = GLD-1-TGE RNA interaction inhibition (C. elegans); AID 2280; purified GLD-1 + fluorescein TGE RNA, fluorescence polarization; Q17339; 0.44% of 320,000 active; inhibition, % at 5.96 µM;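 active = percent inhibition above a per-plate cutoff, the plate mean of test compounds plus 3 SD, cut at about 30% in these data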;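 note: 0% = DMSO wells with GLD-1 and probe and 100% = wells lacking GLD-1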
Target sequence (Q17339 whole entry, looked up): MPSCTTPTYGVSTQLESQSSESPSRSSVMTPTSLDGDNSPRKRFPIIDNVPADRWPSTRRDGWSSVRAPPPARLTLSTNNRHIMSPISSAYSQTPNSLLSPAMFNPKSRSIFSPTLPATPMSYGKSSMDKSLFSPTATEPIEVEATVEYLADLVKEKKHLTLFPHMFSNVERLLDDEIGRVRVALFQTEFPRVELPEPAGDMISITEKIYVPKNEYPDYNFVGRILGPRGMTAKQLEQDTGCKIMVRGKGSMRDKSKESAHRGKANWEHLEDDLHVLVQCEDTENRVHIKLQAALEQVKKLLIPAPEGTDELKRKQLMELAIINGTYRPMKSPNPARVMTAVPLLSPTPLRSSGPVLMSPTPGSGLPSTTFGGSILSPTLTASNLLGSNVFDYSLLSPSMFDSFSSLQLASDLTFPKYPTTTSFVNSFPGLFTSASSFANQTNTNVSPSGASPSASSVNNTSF
* marks the source's active call; other numbers are inactive results; u = inconclusive; x = not tested or not shown. Random draw from the library; overall some 2.1% were active at least once.

SMILES | GRK2 aptamer HTS | CIT2 TOR yeast | MEX-5 binding | BCLXL inh | CR mimetic SO | MCL1 BIM primary | VLA-4 inh | AGP1-GFP MLPCN | GLD-1 RNA inh
CCN1CCN(CCCNC(=O)Cn2nc(C)n3nc(-c4ccccc4)cc3c2=O)CC1 | 2 | 97 | 1.8 | 0 | 76 | 1 | -76 | 99 | -2
O=S(=O)(Nc1cccc(Br)c1)c1cccc2nsnc12 | 1 | 98 | 0.3 | 3 | 98 | 1 | 1 | 99 | 3
Cc1cc(NC(=O)C2CC(c3ccc(F)cc3)=NO2)no1 (stereo not given) | 2 | 92 | 0.3 | 5 | 95 | 10 | -11 | 100 | 0
CCN(CC)C(=O)c1ccc(S(=O)(=O)N2CCC(c3nc4ccccc4s3)CC2)cc1 | 0 | 92 | 0.4 | 2 | 106 | -6 | 7 | 87 | -2
Cc1noc(/C=C/N(C)C)c1S(=O)(=O)N1CCCC(C(=O)Nc2ccc3c(c2)OCO3)C1 (stereo not given) | 0 | 90 | x | -33 | 95 | -31 | -3 | 89 | -37
CC(C)(C)NC(=O)C1CN(S(=O)(=O)c2ccccc2)CCN1S(=O)(=O)c1ccccc1 (stereo not given) | 1 | 91 | 1.3 | 3 | 103 | -2 | -5 | x | 1
O=C(COC(=O)CCc1ccccc1)Nc1ccc(F)cc1Cl | 0 | 90 | -0.5 | -1 | 118 | -9 | -23 | 66 | -1
COc1cccc(/C=N/N2CCN(C)CC2)c1 | 0 | 105 | 5.6 | 1 | 93 | 7 | -22 | 101 | 2
CC(NS(=O)(=O)c1ccc(Br)cc1)C(c1cccs1)N1CCOCC1 (stereo not given) | 0 | 96 | 1.4 | 3 | 97 | -5 | 9 | 97 | -2
O=C(O)C1C(c2ccccc2)C(C(=O)N2CCOCC2)C1c1ccccc1 (stereo not given) | 0 | 100 | 0.1 | 2 | 115 | -2 | 8 | 97 | -1
CCc1ccc(OCC(=O)Nc2ccc(S(=O)(=O)N3CCOCC3)cc2)cc1 | 0 | 96 | 0.5 | -1 | 99 | 3 | -5 | 106 | -3
COc1ccccc1C(O)(C(=O)NNc1ccccc1C)c1ccccc1OC | 3 | 92 | -1.0 | 1 | 95 | 0 | 1 | 89 | -1
Cc1cc2c3c(c1)C(C)CC(C)(C)N3C(=O)C2=O (stereo not given) | 0 | 100 | u | 3 | 89 | 3 | 23 | 102 | -6
COC(=O)c1ccccc1NC(=O)CSc1nnc(-c2ccc(OC)cc2)n1C | 1 | 96 | 1.4 | -3 | 88 | 2 | 3 | 103 | 1
O=C(Nc1cccc(F)c1)C1CCCN(S(=O)(=O)c2ccccc2)C1 (stereo not given) | 4 | x | 4.3 | 2 | 101 | 15 | -2 | 100 | 3
COc1ccc(S(=O)(=O)Nc2ccccc2C(=O)NN2CCOCC2)cc1OC | 0 | 107 | x | x | 77 | x | -12 | 114 | 3
N#CCCn1cc(C=O)c(-c2cccs2)n1 | 2 | 93 | 1.0 | -3 | 128 | -6 | 18 | 98 | 69*
O=C(CCN1C(=O)/C(=C/c2ccccc2Cl)SC1=S)NC1CCCC1 | 0 | 117 | -0.8 | 2 | 98 | 6 | 22 | 96 | -8
O=c1c2cc(Br)ccc2[nH]c(=S)n1Cc1ccccc1 | 1 | 101 | -6.1 | 3 | 118 | 2 | 1 | 94 | 2
COC(=O)c1ccc(CN2CCN(C(C)C)C(CCO)C2)cc1 (stereo not given) | 0 | 98 | 0.4 | 6 | 91 | 10 | 9 | 101 | 9
Cc1nc(-c2ccc(NC(=O)c3ccccc3Br)cc2)cs1 | 0 | 94 | -0.5 | 3 | 98 | -1 | 0 | 90 | 11
Cc1ccc(/C(N)=N/OC(=O)c2ccc(Cl)cc2Cl)cc1 | 0 | 138 | -1.7 | -2 | 105 | -5 | 11 | 60 | 0
c1ccc(Cn2c3ccccc3c3nnc(SCCN4CCCCC4)nc32)cc1 | 0 | 102 | 0.8 | 6 | 107 | 4 | 21 | 112 | -3
COc1ccc(C(=O)C[n+]2ccc3ccccc3c2C)cc1 | 6 | 100 | -5.2 | 8 | 109 | 6 | 18 | 105 | 2
COC(=O)[C@@H](NC(=O)c1ccc2c(c1)S(=O)(=O)c1ccccc1C2=O)C(C)C | 0 | 99 | -3.6 | -3 | 110 | 2 | 1 | 98 | -4
CC(=O)NCCc1c[nH]c2ccc(OCc3ccccc3)cc12 | 0 | 103 | 3.1 | 3 | 96 | 2 | 17 | 120 | -3
Cc1oc(/N=C/c2cccc([N+](=O)[O-])c2)c(C#N)c1C | 0 | 100 | 0.5 | 11 | 91 | 10 | 9 | 96 | 13
CC1CC(C)CN(CCCNC(=O)C2CCCN(c3nnc(N4CCCC4=O)s3)C2)C1 (stereo not given) | 0 | 100 | 1.6 | 5 | 104 | 8 | 3 | x | 3
CC(=O)c1cn(N(C)c2ncc(C(F)(F)F)cc2Cl)c(=O)[nH]c1=O | 2 | 90 | 0.7 | 3 | 92 | 4 | 14 | 104 | 2
COc1cccc(/C=C2\SC(=S)N(c3cccnc3)C2=O)c1OC | 3 | 75 | 1.3 | 3 | 114 | 2 | 8 | 93 | 7
NC(=O)CSc1nnnn1CC(CC(=O)O)c1ccccc1 (stereo not given) | 0 | 98 | 1.3 | 7 | 122 | 3 | 3 | 98 | 2
O=C(NCc1cccnc1)c1ccc(COc2ccccc2Br)o1 | 0 | 100 | -2.7 | 2 | 85 | 4 | -13 | 100 | 10
COc1ccccc1CN(Cc1nc2ccccc2c(=O)[nH]1)S(=O)(=O)c1ccc2ccccc2c1 | 1 | 102 | -0.5 | -1 | 87 | 2 | -30 | 109 | 3
CN(C)S(=O)(=O)c1cccc(NC(=O)NCCCl)c1 | 0 | 115 | 0.7 | -4 | 95 | -19 | -8 | 105 | 7
O=C(CC1SC(N2CCOCC2)=NC1=O)Nc1ccccc1F (stereo not given) | 2 | 90 | x | x | 105 | x | -3 | 99 | 5
CCCCN(CC)C(=O)CSc1nc2ccccc2c(=O)n1CC1COc2ccccc2O1 (stereo not given) | 2 | 99 | 2.7 | 2 | 111 | -2 | -11 | 96 | -2
O=C(c1ccc2snnc2c1)N1CCCCC1 | 0 | 95 | -0.9 | 5 | 97 | 3 | 6 | 107 | -2
OCCSc1c(F)c(SCCO)c(SCCO)c(F)c1SCCO | 0 | 111 | -0.3 | 6 | 100 | 12 | -5 | 113 | 1
O=C(CCC(=O)N1CCc2ccccc2C1)NCCc1ccc(Cl)cc1 | 0 | 121 | -2.9 | 6 | 99 | -1 | -1 | 114 | 6
COc1ccc(N2CCN(C(=O)c3csc4ccccc34)CC2)cc1 | 0 | 101 | 1.3 | 1 | 87 | 1 | 1 | 100 | -4
C=CCOc1ccc(/C=N/NC(=O)C2CCCC2)cc1OCC | 3 | 88 | -3.4 | x | 97 | x | 15 | 88 | x
Cc1ccc(NC(=O)COc2cccc3ccc(C)nc23)c(Br)c1 | 4 | 94 | 4.4 | -13 | 94 | -25 | 1 | 95 | -2
Cc1c(NC(=O)C(C)OC(=O)c2c3c(nc4ccccc24)CCC(C)C3)c(=O)n(-c2ccccc2)n1C (stereo not given) | 3 | 104 | -0.9 | -5 | 103 | -5 | 4 | 98 | 4
Cc1ccc2c(c1)C1CN(C)CCC1N2C(=O)c1ccccc1NS(=O)(=O)c1ccc(F)cc1C (stereo not given) | 0 | 108 | 0.9 | 0 | 99 | 2 | 10 | 105 | 1
CN(C)Cc1ccccc1C1(O)c2ccccc2CSc2ccccc21 (stereo not given) | 0 | 105 | 1.2 | 1 | 95 | -1 | -3 | 103 | -5
CN1CCCC(OC(=O)c2cccc(Cl)c2)C1 (stereo not given) | 0 | 96 | 1.0 | 3 | 83 | 3 | 5 | 99 | 7
COc1ccc(Cl)cc1NC(=O)CN(C)C(=O)c1cc(=O)c2ccccc2o1 | 0 | 102 | x | 0 | 113 | -10 | 7 | 101 | -3
O=C(Nc1ccc(Cn2nnc3ccccc32)cc1)c1ccco1 | 2 | u | -1.4 | 2 | 98 | 1 | 13 | u | 7
O=C(COc1cccnc1[N+](=O)[O-])Nc1ccc2c(c1)CCC2 | 0 | 95 | 4.7 | -3 | 99 | -3 | 4 | 99 | -4
CC(C)C(NC(=O)c1ccco1)C(=O)NCC(c1ccco1)N(C)C (stereo not given) | 0 | 85 | 1.1 | 5 | 94 | -1 | 3 | 88 | 1
CCOC(=O)/C(=N\Nc1cccc(C(F)(F)F)c1)N1CCOCC1 | 0 | 106 | -0.5 | 0 | 91 | -6 | -19 | 97 | 3
O=C(O)c1cccc(S(=O)(=O)N2Cc3ccccc3C2)c1 | 0 | 99 | 0.1 | 3 | 113 | 8 | -3 | 95 | 5
CC(=O)Nc1ccc(-c2nnn(CC(=O)Nc3ccc4c(c3)OCO4)n2)cc1Cl | 11 | 92 | 0.1 | -3 | 93 | -1 | 5 | 102 | -2
CC(=O)Nc1ccc(N=C(C2=C(O)c3ccccc3C2=O)c2ccccc2)cc1 | 0 | 112 | 0.4 | 0 | 143 | 5 | -3 | 103 | 6
CCN(CC)C(=O)COc1ccc(S(=O)(=O)N2CCOCC2)cc1 | 0 | 114 | -2.9 | 0 | 104 | 2 | x | 107 | -3
Cc1nnsc1S(=O)c1ccc(Cl)c(Cl)c1 (stereo not given) | 1 | 112 | -2.8 | 2 | 92 | 2 | 6 | 115 | 2
NC(=O)CSc1ncc(-c2ccc([N+](=O)[O-])cc2)[nH]1 | 1 | 93 | 0.1 | 7 | 96 | 2 | 18 | 99 | -3
CNC(=O)/C(C#N)=C/c1ccc(OCCOc2ccccc2)cc1 | 0 | 98 | 4.1 | x | 104 | x | 6 | 95 | x
Cc1ccc(NC(=O)CN2CCC(NC(=O)C3CCCCC3)CC2)c(Br)c1 | 0 | 101 | 0.5 | -1 | 94 | 1 | -11 | 97 | 5
Cc1cc(C(=O)N(C)Cc2ccc(Br)cc2)no1 | 0 | 99 | -2.8 | -8 | 99 | -13 | 3 | 101 | 4

Next section:
SMILES | GRK2 aptamer HTS | CIT2 TOR yeast | MEX-5 binding | BCLXL inh | CR mimetic SO | MCL1 BIM primary | VLA-4 inh | AGP1-GFP MLPCN | GLD-1 RNA inh
NC1(C(=O)O)CC1 | 0 | 107 | -0.8 | 6 | 98 | 7 | 3 | 93 | 3
COc1ccc(-c2cc(C(=O)NCC3CCCO3)c3ccccc3n2)c(OC)c1 (stereo not given) | 0 | 102 | 2.3 | 6 | 89 | 9 | 8 | 101 | 3
COC(=O)c1sccc1NC(=O)CSc1ccccc1NS(=O)(=O)c1ccccc1Cl | 3 | 93 | 1.8 | 6 | 100 | -2 | 30 | 106 | 2
COc1ccc(CCNC(=O)C2CC(c3cccc(F)c3)=NO2)cc1 (stereo not given) | 0 | 96 | -0.8 | 3 | 97 | -9 | 2 | 98 | 7

Structures above shown as hits in GLD-1 RNA inh:
Molecule,GRK2 aptamer HTS,CIT2 TOR yeast,MEX-5 binding,BCLXL inh,MCL1 BIM primary,VLA-4 inh,AGP1-GFP MLPCN,GLD-1 RNA inh
N#CCCn1cc(C=O)c(-c2cccs2)n1,2,93,1.0,-3,-6,18,98,69*

Already shown: two of the compounds above.
SMILES | GRK2 aptamer HTS | CIT2 TOR yeast | MEX-5 binding | BCLXL inh | CR mimetic SO | MCL1 BIM primary | VLA-4 inh | AGP1-GFP MLPCN | GLD-1 RNA inh
Cc1cc(C(=O)N(C)Cc2ccc(Br)cc2)no1 | 0 | 99 | -2.8 | -8 | 99 | -13 | 3 | 101 | 4
NC1(C(=O)O)CC1 | 0 | 107 | -0.8 | 6 | 98 | 7 | 3 | 93 | 3
